CHO-K1 Ca PAM: counter-screen for M1 PAMs: effect in parental CHO-K1 cells. ATP EC20, Fluo-8 calcium fluorescence; 0% at ATP EC20, 100% at ATP max. activation, % at 3 µM. AID 602247. 360,000 compounds, 0.02% hits;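 active = activation above the run cutoff, the mean activation of all test compounds plus 3 SD, cut at about 40% in these data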;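 note: peak over basal fluorescence ratio in a 140 s read after ATP addition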
OXTR potentiator: potentiates the human oxytocin receptor response. activation, % at 3 µM. AID 2445. CHO-OTR cells, Fluo-8 calcium fluorescence, potentiator mode; 0% = oxytocin EC15, 100% = EC100. 320,000 compounds, 0.061% hits;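 active = activation above that plate's cutoff, the mean activation of tested compounds plus 3 SD, cut at about 6.6% in these data, passing the limit was not always enough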;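 note: 100% uses oxytocin at 75 nM as the full agonist control; some results filed as inactive read as strong as hits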
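Assay system: CHO-OTR cells, human receptor / Also added: oxytocin at about EC15, sub-maximal agonist stimulus / Dosing: single dose, 3.0 µM nominal final compound concentration / Incubation: 6 min pre-incubation, 100 s read / Technique: Fluo-8 calcium dye fluorescence / Read-out: % activation vs EC15 and EC100 oxytocin / Benchmarks: EC15 oxytocin low, 75 nM oxytocin high / Replicates: singlicate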
V1aR counter: V1a receptor agonism, counter-screen for OXTR agonists. P37288. CHO-V1R cells, Fluo-8 calcium fluorescence, agonist mode; 0% DMSO, 100% 3 nM vasopressin. activation, % at 3 µM. 320,000 compounds, 0.25% hits. AID 2797;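 active = activation above the mean activation of all tested compounds plus 3 SD, per screening run, cut at about 20% in these data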;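 note: signal is peak over basal fluorescence ratio across a 100 second FLIPR read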
TAAR1 antag: antagonists of human TAAR1. Q96RJ0. CHO RD-HGA16 TAAR1, Fluo-8 calcium fluorescence, antagonist. inhibition, % at 3 µM. 360,000 compounds, 1.5% hits;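 active = inhibition above a per-plate cutoff, the mean inhibition of test compounds on that plate plus 3 SD, cut at about 49% in these data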;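 note: 0% = DMSO plus EC80 beta-PEA response and 100% = DMSO alone without agonist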
Target sequence (Q96RJ0 whole entry, looked up): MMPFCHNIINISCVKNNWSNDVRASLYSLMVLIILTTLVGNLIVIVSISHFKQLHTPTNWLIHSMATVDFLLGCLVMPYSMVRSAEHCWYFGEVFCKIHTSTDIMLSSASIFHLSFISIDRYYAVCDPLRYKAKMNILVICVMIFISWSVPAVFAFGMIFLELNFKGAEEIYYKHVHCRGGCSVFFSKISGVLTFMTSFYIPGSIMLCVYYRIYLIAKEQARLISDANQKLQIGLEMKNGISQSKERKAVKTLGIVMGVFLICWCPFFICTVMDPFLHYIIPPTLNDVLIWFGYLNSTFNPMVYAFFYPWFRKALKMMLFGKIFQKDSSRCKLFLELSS
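System: CHO RD-HGA16 cells bearing hTAAR1. Reagent: EC80 β-phenethylamine stimulus. Schedule: seeding 17-24 h prior, 75-min 37 °C, 30-min RT dye loading. Signal: Fluo-8 intracellular calcium dye fluorescence, real-time kinetic reads. Read-out: % inhibition from peak post-agonist over basal fluorescence ratio. Benchmarks: vehicle wells and EC80 agonist wells. Replicates: n of 1.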
TAAR1 ag: human TAAR1 agonism. Q96RJ0. CHO RD-HGA16 TAAR1, Fluo-8 calcium fluorescence; vehicle wells 0%, saturating PEA agonist 100%. activation, % at 3 µM. 360,000 compounds, 0.99% hits. AID 624467;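 active = activation above the mean activation of all test compounds in the run plus 3 SD, cut at about 38% in these data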
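Signal – calcium-sensitive Fluo-8 signal, excitation 470-495, emission 515-575 nm · System – RD-HGA16 (CHO) cells co-expressing Gα16 and hTAAR1 · Incubation – 17-24 h seeding, 75 min 37 °C dye, 30 min RT · Compound dosing – 3 µM single concentration · Repeats – no replicates (n 1)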
CHO parental Ca: signal in parental CHO cells, OX1R antagonist counter-screen; parental CHO-K1, ATP-induced calcium, Fluo-8 fluorescence; inhibition, % at 5.6 µM; 330,000 compounds, 0.63% hits; AID 463079;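 active = inhibition above that plate's mean sample inhibition plus 3 SD, cut at about 26% in these data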;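 note: 0% = ATP-challenged DMSO wells and 100% = DMSO wells without ATP; some compounds past the cut are filed as inactive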
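Measured by: calcium-sensitive Fluo-8 fluorescence / Test system: CHO parental line / Controls: ATP-challenged DMSO wells low, unchallenged DMSO wells high / Measure: % inhibition / Compound: single nominal dose of 5.6 µM per compound / Replicates: single well per compound, no replicates / Reagent: ATP as calcium-mobilizing challenge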
CHRM1 agonist: agonists of human M1 muscarinic receptor. P11229. CHO-K1 hM1, Fluo-8 calcium fluorescence, agonist mode; 0% DMSO, 100% acetylcholine EC100. activation, % at 3 µM. 360,000 compounds, 0.33% hits;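 active = activation above the run's mean compound activation plus 3 SD, cut at about 16% in these data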;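 note: peak over basal fluorescence ratio within a 140 s kinetic read after compound addition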
Target sequence (P11229 whole entry, looked up): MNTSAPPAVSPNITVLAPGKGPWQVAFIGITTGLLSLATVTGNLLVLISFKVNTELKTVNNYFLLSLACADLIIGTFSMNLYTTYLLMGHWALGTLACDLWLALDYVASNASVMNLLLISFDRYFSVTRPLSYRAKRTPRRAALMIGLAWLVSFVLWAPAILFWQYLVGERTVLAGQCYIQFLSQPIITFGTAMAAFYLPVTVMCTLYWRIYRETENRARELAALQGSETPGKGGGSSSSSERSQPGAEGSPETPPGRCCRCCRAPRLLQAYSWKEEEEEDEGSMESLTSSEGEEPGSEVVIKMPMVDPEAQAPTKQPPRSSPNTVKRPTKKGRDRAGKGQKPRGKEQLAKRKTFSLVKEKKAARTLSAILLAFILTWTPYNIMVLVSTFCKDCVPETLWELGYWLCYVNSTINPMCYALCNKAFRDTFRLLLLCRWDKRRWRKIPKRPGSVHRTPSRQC
CHO-K1 Ca antag: nonselective inhibitor or artifact in parental CHO-K1 cells; inhibition, % at 3 µM; 360,000 compounds, 0.6% hits; AID 602250; ATP-induced calcium, Fluo-8 fluorescence;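 active = inhibition above a per-plate cutoff, the plate's mean sample inhibition plus 3 SD, cut at about 24% in these data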;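 note: 0% = DMSO plus EC80 ATP and 100% = DMSO alone without ATP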
CHO-K1 Ca ag: M1 agonist counterscreen hit in parental CHO-K1 cells; Fluo-8 calcium fluorescence; scaled to maximal ATP response, vehicle zero; activation, % at 3 µM; 360,000 compounds, 0.48% hits; in the data active = activation above about 15%;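 note: untransfected CHO-K1 host cells lacking M1 receptor as counterscreen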
* marks the source's active call; other numbers are inactive results; . = not tested or not shown.

SMILES	CHO-K1 Ca PAM	OXTR potentiator	V1aR counter	TAAR1 antag	TAAR1 ag	CHO parental Ca	CHRM1 agonist	CHO-K1 Ca antag	CHO-K1 Ca ag
CC(C(=O)O)c1ccc(C(=O)c2ccccc2)s1 (configuration not stated)	-4.8	-4.0	1.4	1.5	1.0	-6.7	-4.5	10.4	0.0
FC(F)(F)c1ccc(Sc2n[nH]c(C(F)(F)F)n2)nc1	0.0	-7.7	4.0	-16.6	5.2	-11.7	2.2	-1.4	4.4
O=C(O)CCCn1c(=O)[nH]c2ccccc2c1=O	15.6	-11.0	-0.2	-13.4	5.7	-5.4	1.6	-10.2	0.1
COC(=O)COc1cccc(NC(=O)COc2ccccc2)c1	-5.0	2.2	-0.4	-20.5	-2.7	-4.9	-2.0	2.5	0.3
CCCCCCOC(=O)C1=C(C)NC(=O)NC1c1ccc2c(c1)OCO2 (configuration not stated)	17.4	1.1	0.8	-16.2	0.9	-11.7	-3.5	-9.1	0.7
Cc1ccc(C2SCC(=O)N2c2ccccc2)cc1 (configuration not stated)	-3.2	2.3	-0.5	-13.5	1.5	-12.4	-6.5	-10.2	0.2
Cc1cc(C(=O)COC(=O)c2ccccc2O)c(C)n1Cc1cccs1	8.3	-2.0	2.3	5.5	15.4	-5.9	-3.2	3.9	4.3
OCc1ccccc1OCCCN1CCC(Cc2ccccc2)CC1	-16.3	-3.8	7.7	-3.9	0.2	-19.8	-8.6	3.8	0.3
COc1cc(C2CC(=O)N3CN(Cc4ccco4)CSC3=C2C#N)ccc1OCc1ccccc1 (configuration not stated)	10.8	-2.8	-0.4	-19.7	1.6	1.9	-3.5	6.2	1.0
CC(=O)c1cccc(NC(=S)Nc2cccc3ccccc23)c1	-5.0	-5.4	-0.5	15.2	0.4	-8.4	-2.4	-1.1	1.2
O=C(CN1C(=O)c2ccccc2C1=O)Nc1cccc(S(=O)(=O)Nc2ccccc2Cl)c1	-7.6	-7.4	0.5	-32.0	-0.4	-7.4	-2.2	7.1	0.0
CCOc1ccc2[nH]c(=O)c(CN(CC3COCCO3)C(=O)C3CC3)cc2c1 (configuration not stated)	24.8	-8.4	1.0	4.4	14.5	-3.6	-3.5	-4.0	0.6
Cc1cc(C)c(C(=O)COC(=O)c2cc([N+](=O)[O-])ccc2NCCO)cc1C	27.2	-13.0	-0.5	11.0	0.2	-12.2	1.6	-11.1	1.3
Cc1ccc(S(=O)(=O)Nc2c(O)c3ccccc3oc2=O)cc1	-1.9	-4.3	0.7	13.2	0.7	9.1	-4.4	-0.4	-0.2
C=CCOC(=O)C1=C(C)NC(SCC(=O)OCC)=C(C#N)C1c1ccc(C)cc1 (configuration not stated)	-4.8	-20.3	-0.2	19.6	-2.4	-33.8	-3.6	-3.8	0.3
Cc1cc(SCCOc2ccc(Br)cc2)nc(N)n1	14.0	-11.5	2.7	1.6	8.1	0.3	-1.0	-9.2	1.6
COc1ccc(C(=O)c2nc3c(n2O)CCCC3)cc1OC	7.9	2.3	1.1	13.9	-0.8	0.2	-2.1	-7.2	0.2
Cc1cccc(NC(=O)N2CCCCCC2)c1	15.4	-7.7	-1.0	-12.2	-0.3	0.7	-2.2	-3.3	1.2
CCOC(=O)C1CCN(C(=O)c2ccc(NS(=O)(=O)c3ccc4[nH]c(=O)[nH]c4c3)cc2)CC1	-8.2	.	.	1.5	1.1	.	3.2	1.7	-0.3
O=C(CCC1CCCN(c2ncccn2)C1)NCc1ccc(F)c(F)c1 (configuration not stated)	18.9	-6.5	0.5	-3.6	2.9	-2.3	-12.8	-6.8	0.5
O=c1c(C=Nc2ccc(Oc3ccccc3)cc2)c[nH]n1-c1cccc(Cl)n1	26.2	-5.1	0.4	8.5	6.0	-10.3	-2.4	-8.1	1.0
CCc1cccc(C)c1NC(=O)C(c1ccccc1)N1CCC1=O (configuration not stated)	6.2	-8.4	-0.8	-2.0	-0.3	-18.4	-1.2	-7.2	0.2
Cc1nc([N+](=O)[O-])cn1CC(=O)c1ccc(Br)cc1	13.6	-9.0	1.1	3.5	7.6	2.4	-2.8	-14.2	0.6
CN(c1ccccc1C(=O)N1CCN(c2ccccc2F)CC1)S(=O)(=O)c1ccccc1	-17.8	.	.	-0.7	7.9	.	-1.0	18.1	1.9
O=[N+]([O-])c1ccc(COc2cccc(CN3CCCC3)c2)cc1	11.7	.	.	-7.0	5.0	.	14.7	-11.4	0.9
COc1ccc(Cl)cc1C(=O)C1CCCN(Cc2cnc(N3CCOCC3)s2)C1 (configuration not stated)	-9.7	-11.1	2.7	2.7	2.9	-11.9	-13.5	11.9	0.3
C#CCN(C[C@H]1[C@H](OC(=O)NCc2ccccc2F)[C@H](OC(=O)NCc2ccccc2F)C[C@@H](C(=O)OC)[C@H]1C(=O)OC)S(=O)(=O)c1ccc(C)cc1	2.3	.	.	2.9	3.4	.	-3.1	9.9	0.4
O=C1CC2CS(=O)(=O)CC2N1C1CCCCC1 (configuration not stated)	10.8	4.2	0.1	-2.2	1.2	-11.6	-0.7	2.1	0.2
Cc1ccc(S(=O)(=O)N2CCCCC2)cc1NC(=O)Cc1cccs1	7.8	-2.4	3.1	-0.6	2.4	-12.6	-3.3	-10.8	2.1
Cc1ccccc1OCC(=O)Nc1cccc2nsnc12	-4.9	1.7	-1.1	0.8	3.7	-19.5	-2.2	6.8	-0.3

Part of the list above in order of SMILES length, falling.
SMILES	CHO-K1 Ca PAM	OXTR potentiator	V1aR counter	TAAR1 antag	TAAR1 ag	CHO parental Ca	CHRM1 agonist	CHO-K1 Ca antag	CHO-K1 Ca ag
COc1cc(C2CC(=O)N3CN(Cc4ccco4)CSC3=C2C#N)ccc1OCc1ccccc1 (configuration not stated)	10.8	-2.8	-0.4	-19.7	1.6	1.9	-3.5	6.2	1.0
CCc1cccc(C)c1NC(=O)C(c1ccccc1)N1CCC1=O (configuration not stated)	6.2	-8.4	-0.8	-2.0	-0.3	-18.4	-1.2	-7.2	0.2
CC(C(=O)O)c1ccc(C(=O)c2ccccc2)s1 (configuration not stated)	-4.8	-4.0	1.4	1.5	1.0	-6.7	-4.5	10.4	0.0

(next part)
SMILES	CHO-K1 Ca PAM	OXTR potentiator	V1aR counter	TAAR1 antag	TAAR1 ag	CHO parental Ca	CHRM1 agonist	CHO-K1 Ca antag	CHO-K1 Ca ag
COCCCNC(=O)Cn1c(=O)n(CCCCCC(=O)Nc2ccccc2)c(=O)c2sccc21	10.1	-4.0	0.5	-9.1	-0.4	-8.1	-3.8	2.9	-0.2
Cc1c2c(c(C)n1C)C(C(=O)NC1CCCCC1)N(Cc1ccccc1)C2=O (configuration not stated)	12.2	-15.9	1.4	-18.4	-0.1	-14.0	-2.0	-13.3	0.0
O=C(c1ccco1)N1CCN(C(=O)c2cc(-c3ccncc3)nc3ccc(Br)cc23)CC1	11.3	-3.5	1.0	43.2	24.8	-18.9	3.6	2.2	4.7
Cc1ccc(NC(=O)Cn2c(/C=C/c3ccccc3)nc3ccccc32)cc1C	10.2	-17.2	1.5	8.8	12.0	-18.9	-3.0	-5.6	1.1
CCOC(=O)C1CCCN(C(=O)CSc2nnnn2C)C1 (configuration not stated)	12.0	-1.0	1.7	-1.2	0.7	1.4	-4.5	-6.2	0.5
COc1ccc(CN2C(=O)CN(C3CCCCCC3)C(=O)C2c2ccc(OC)c(OC)c2)cc1 (configuration not stated)	10.6	-5.2	0.1	5.2	1.4	-18.0	-0.5	-35.6	0.6
O=C(NC1CC1)C1=C[C@@H](C2CCCCC2)C[C@@H](OCc2ccc(CO)cc2)O1	-11.8	-7.6	0.8	12.6	4.0	-11.2	-2.4	-5.6	-0.1
Cc1cccc2cc(CN(CCCN(C)C)C(=S)NCCc3ccccc3)c(=O)[nH]c12	7.3	-12.8	12.3	15.6	29.1	-13.2	-5.6	-13.8	4.5
Cc1cc(=O)oc2c(O)c(O)ccc12	-13.4	.	.	9.3	1.0	.	0.2	15.1	0.0
CCN(CC)c1nc2ccccc2[nH]c1=O	-12.5	-1.4	-0.9	-7.0	2.1	4.1	-6.6	2.9	-0.1
CC1(C)Cc2cccc(OCC(=O)N3CCN(c4ccccc4F)CC3)c2O1	15.7	-2.4	-1.2	21.6	0.9	-26.0	-3.0	0.6	1.9
Cc1cc(C)n(-c2nc(NCC(C)O)c3c4c(sc3n2)COC(C)(C)C4)n1 (configuration not stated)	-1.1	-2.7	-1.1	-7.9	13.0	-2.1	-2.2	-26.4	1.4
Cc1cc(Cl)ccc1OCCNC(=S)NC(=O)c1cccnc1	26.7	-2.8	-0.5	-25.9	0.6	-3.8	-4.3	-11.5	1.3
CCCCOc1ccc(-c2nnc(N)s2)cc1	11.2	-2.5	-0.2	-20.0	15.5	-9.6	-1.1	-11.0	0.2
CC(C)(C)C(=O)NC(=S)NNC(=O)c1ccc(Cl)cc1Cl	-32.0	-26.2	121.9*	104.2*	201.9*	52.3*	117.1*	58.7*	119.1*
CC1(C)CC(=O)C=C(C(=O)NC2CCCc3c2cnn3-c2cc(F)cc(F)c2)O1 (configuration not stated)	-26.5	-5.4	-0.1	-23.7	0.8	-8.3	-3.2	11.9	0.2
CCN(C(=O)Cn1cnc2c(nc3n2CCCCC3)c1=O)c1cccc(Cl)c1	8.5	4.5	1.6	-11.5	1.0	-10.6	-5.0	-16.9	0.8
COCCNc1ccc(S(=O)(=O)N2CCCC2)cc1[N+](=O)[O-]	16.1	-15.5	-0.3	6.6	4.6	-23.4	-12.9	3.5	0.2
O=C(CCC(=O)NNC(=S)Nc1ccccc1)NCc1ccccc1	10.8	-4.0	0.6	17.7	17.4	-9.3	-4.0	1.2	0.3
CCOc1cc2c3c(c1)C1(OCCO1)C(=O)N3C(C)(C)CC2C (configuration not stated)	14.5	-5.1	-1.7	-0.6	1.3	-8.1	-5.9	-6.8	-0.3
CC1=CC(C)(C)N=C(Nc2nc(C)c3cc(C)cc(C)c3n2)N1	-3.8	-6.4	0.9	0.3	5.8	-20.7	-6.6	-8.3	0.3
COc1cccc(/C=C/C(=C2\C(=O)N(c3ccccc3)N=C2C)c2ccc(Br)cc2)c1OC	15.2	.	.	-6.7	-0.9	.	-0.8	-4.5	0.4
CCC1(C)NC(=O)N(CC(=O)Nc2cc(C)on2)C1=O (configuration not stated)	4.7	-7.4	1.3	4.1	3.7	0.8	1.9	-1.7	-0.1

High-throughput results: PubChem BioAssay, The Scripps Research Institute Molecular Screening Center

Compounds were not picked by outcome; overall some 3.3% were active at least once.
